GRK2 inh: blocks RNA aptamer binding to human GRK2 | P25098 | bead flow cytometry, FAM-aptamer displacement from GRK2 | AID 488847 | inhibition of aptamer binding, % at 10 µM | 330,000 tested, 0.59% active;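 active means inhibition of aptamer binding above 40%, roughly 3 SD of noise, on plates passing a quality check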;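 further: median bead fluorescence of bound FAM aptamer so fluorescent compounds give negative values; no value below 0 was filed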
GLD-1 RNA inh: GLD-1-TGE RNA interaction inhibition (C. elegans); Q17339; purified GLD-1 + fluorescein TGE RNA, fluorescence polarization; inhibition, % at 5.96 µM; 320,000 tested, 0.44% active;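 active means percent inhibition above a per-plate cutoff, the plate mean of test compounds plus 3 SD, cut at about 30% in these data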;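 further: 0% = DMSO wells with GLD-1 and probe and 100% = wells lacking GLD-1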
MEX-5 binding: C. elegans MEX-5 TCR-2 RNA binding activity. MEX-5/FITC-TCR2 RNA binding, fluorescence polarization; active compounds read low. activity score (negative = inhibition of binding), % at 10 µM. 300,000 tested, 0.38% active;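 active means inhibition past about -25% in most replicates, and total fluorescence under double the plate's negative control median, limit read from the data; inconclusive means replicates evenly split on the limit, or fluorescence at least double controls; inactive means too little inhibition in most replicates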;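 further: 0% = DMSO and -100% = 5 µM competing unlabeled TCR2 RNA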
Target sequence (Q9XUB2 whole entry, looked up): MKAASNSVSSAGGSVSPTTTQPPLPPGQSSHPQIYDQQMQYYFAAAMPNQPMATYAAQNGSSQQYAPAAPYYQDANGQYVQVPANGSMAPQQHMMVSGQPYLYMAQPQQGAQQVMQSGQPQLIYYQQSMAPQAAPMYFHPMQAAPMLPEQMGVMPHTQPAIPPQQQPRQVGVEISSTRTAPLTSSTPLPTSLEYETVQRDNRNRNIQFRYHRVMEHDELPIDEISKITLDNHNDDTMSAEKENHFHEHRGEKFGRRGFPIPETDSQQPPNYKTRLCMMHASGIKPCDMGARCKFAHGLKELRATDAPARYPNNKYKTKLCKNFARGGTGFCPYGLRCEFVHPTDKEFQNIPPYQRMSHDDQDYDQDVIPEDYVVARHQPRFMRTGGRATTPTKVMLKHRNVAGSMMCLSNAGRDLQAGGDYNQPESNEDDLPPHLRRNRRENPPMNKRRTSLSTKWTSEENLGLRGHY
MCL1-BIM inh: MCL1-BIM-BH3 interaction inhibition (human). GST-MCL1 / FITC-Bim-BH3 fluorescence polarization. inhibition, % at 10.9 µM. 320,000 tested, 0.68% active;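 active means inhibition above the mean inhibition of all tested compounds plus 3 SD, set per campaign, cut at about 40% in these data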;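 further: 0% = DMSO wells and 100% = unlabeled Bim-BH3 peptide control; higher means more loss of mP so more displacement of Bim peptide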
Target sequence (Q07820 whole entry, looked up): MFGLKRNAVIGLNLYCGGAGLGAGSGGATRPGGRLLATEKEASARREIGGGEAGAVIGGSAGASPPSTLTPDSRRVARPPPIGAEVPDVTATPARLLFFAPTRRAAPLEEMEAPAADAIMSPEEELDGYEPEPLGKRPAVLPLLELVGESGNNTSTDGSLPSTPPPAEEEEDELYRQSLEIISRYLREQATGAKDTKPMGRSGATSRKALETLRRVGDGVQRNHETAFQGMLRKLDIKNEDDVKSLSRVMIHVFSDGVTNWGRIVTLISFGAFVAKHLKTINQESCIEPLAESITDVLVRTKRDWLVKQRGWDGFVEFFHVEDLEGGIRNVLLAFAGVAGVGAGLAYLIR
VLA-4 inh: inhibition in a human VLA-4 binding assay | P13612 | VLA-4 expressing cells, ligand binding flow cytometry | inhibition, % (about 7 µM as worked out from the volumes in the protocol) | 330,000 tested, 0.2% active; in the data active means inhibition above about 50%
Fam108B counter: counter-screen for RBBP9 inhibitors: inhibitors of mouse Fam108B | recombinant Fam108B, FP-Rh probe fluorescence polarization | inhibition, % at 9.51 µM | 300,000 tested, 0.33% active;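 active means inhibition above the screen mean inhibition plus 3 SD, computed separately per campaign, cut at about 18% in these data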;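 further: inhibitors lower polarization as less probe binds the enzyme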
BCLXL inh: blocks human Bcl-xL binding to Bim BH3 peptide; 320,000 tested, 0.7% active; Q07817; GST-Bcl-xL / FITC-Bim BH3 peptide fluorescence polarization; inhibition, % at 10.9 µM; AID 2129;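 active means inhibition above the mean of all tested compounds plus 3 SD, cutoff set per campaign, cut at about 30% in these data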;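 further: 0% = DMSO wells and 100% = unlabeled Bim-BH3 peptide competitor; inhibitors lower millipolarization by displacing the labeled peptide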
Target sequence (Q07817 whole entry, looked up): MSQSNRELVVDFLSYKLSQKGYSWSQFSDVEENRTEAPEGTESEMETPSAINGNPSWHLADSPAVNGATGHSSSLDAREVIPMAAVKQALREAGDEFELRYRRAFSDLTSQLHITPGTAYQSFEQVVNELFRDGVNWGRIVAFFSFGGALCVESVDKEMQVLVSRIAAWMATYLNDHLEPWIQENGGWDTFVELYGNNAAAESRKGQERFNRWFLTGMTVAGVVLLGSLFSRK
CIT2-GFP yeast: alters CIT2-GFP fluorescence in TOR pathway yeast screen. S. cerevisiae CIT2-GFP strain, flow cytometry, 3 h; 100 means same as DMSO wells. GFP response vs DMSO, % at 10 µM. 320,000 tested, 0.065% active;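 active means GFP response relative to DMSO above a set limit, near the screen mean plus 3 SD, cut at about 150% in these data; inconclusive means Fewer than 70 cells measured for a yeast strain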;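 further: ratio of well median GFP fluorescence to mean of DMSO wells on the plate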
AGP1-GFP MLPCN: modulators of TOR pathway AGP1-GFP in S. cerevisiae; GFP response vs DMSO, % at 10 µM; AID 2066; S. cerevisiae AGP1-GFP multiplex flow cytometry, 3 h; GFP as percent of DMSO wells; 320,000 tested, 0.02% active;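 active means GFP response relative to DMSO above a set limit, near screen average plus 3 SD, cut at about 150% in these data; inconclusive means fewer than 70 cells counted for the yeast strain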;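 further: median GFP channel fluorescence of the gated AGP1 strain per well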
The depositor's hits bear a star; ? = inconclusive; nt = not tested or not shown.

SMILES	GRK2 inh	GLD-1 RNA inh	MEX-5 binding	MCL1-BIM inh	VLA-4 inh	Fam108B counter	BCLXL inh	CIT2-GFP yeast	AGP1-GFP MLPCN
Cc1cccc2[nH]c(CN(C)C(=O)C3CCC(=O)N(C4CC4)C3)nc12 (centres undefined)	3	1	-0.1	0	4	5	-2	102	97
COc1cccc(NC(=O)N2CCOCC2)c1	1	10	-1.0	5	8	-6	3	100	102
C/C(N)=C(/C#N)C(=O)COC(=O)COc1ccc(Cl)cc1	2	6	1.9	6	10	4	4	93	97
COc1ccc(CCNC(=O)/C(C#N)=C2\N=C(NC(=O)c3cccs3)c3ccccc32)cc1	0	-5	-9.0	-7	-16	-9	-2	82	93
O=C(COC(=O)c1cccnc1)Nc1ccc2c(c1)OCO2	3	-10	-0.1	6	15	-1	5	92	100
COc1cc(C2C(C(=O)c3ccc(C)o3)=C(O)C(=O)N2CCCn2ccnc2)cc(OC)c1OC (centres undefined)	3	1	-3.6	-6	13	-1	1	92	93
CCC(C)C(NC(=O)C1CCC(C)CC1)C(=O)NCc1cccnc1 (centres undefined)	0	-8	0.7	3	0	2	1	110	110
FC(F)Oc1ccc(NC(=S)N2CCN(Cc3ccccc3)CC2)cc1	1	5	1.1	8	5	0	7	102	104
CCOC(=O)C(Nc1ccc2ccccc2c1)C(=O)OCC	1	0	-0.6	14	19	5	6	95	102
Cc1cc(NCCO)c2cc(O)ccc2n1	1	1	-0.5	1	4	4	5	100	103
CCN(CC(=O)Nc1c(F)cccc1F)C(=O)C1CCCN(C(=O)c2ccc(Cl)cc2)C1 (centres undefined)	0	-6	-2.8	-6	-3	4	4	96	95
CC(OC(=O)CCC(=O)c1ccc(F)cc1)C(=O)NC1CCCCC1C (centres undefined)	3	6	1.1	12	7	1	1	?	?
CC1=CC(=O)CC(C)(C)C1(O)/C=C/C(C)=C/C(=O)O (centres undefined)	0	2	2.2	-1	7	3	0	105	101
COCCn1cnnc1SCC(=O)Nc1cccc(S(=O)(=O)N(C)c2ccccc2)c1	0	-2	2.6	2	-6	-1	6	99	105
CC(C)C[C@H](NC(=O)OC(C)(C)C)c1nnc(SCC(=O)Nc2ccc(Br)cc2)o1	0	8	-1.0	-6	-3	-4	-2	nt	89
S=C(c1ccc(Cl)cc1)N1CCN(Cc2ccccc2)CC1	1	6	-1.6	-2	0	-3	2	102	98
O=C(O)c1ccc(-c2noc(-c3cccc(C(F)(F)F)c3)n2)cc1	4	-6	-3.7	1	-11	-1	4	88	82
Cc1ccc(C)c(S(=O)(=O)N2CCN(C(=O)CSc3ccccc3F)CC2)c1	0	4	1.9	4	-2	0	3	85	87
CSc1nc(-c2ccccc2)nc(N2CCOCC2)c1C(C)=O	0	8	-0.1	-9	-6	-2	-11	86	103
CCOc1ccc(CNC(=O)CCn2c(=O)oc3ccccc32)cc1OC	1	5	-0.6	6	0	3	2	96	104
CC(CN1CCN(C)CC1)OC(=O)c1ccccc1 (centres undefined)	0	0	1.6	2	7	4	2	107	114
Cc1cc2cc(CNC(=O)Nc3ccccc3)ccc2n1C	36	10	0.8	16	1	0	19	98	102
CCN(CC)c1ccc(CNc2ccc3c(c2)ncn3CC)cc1	2	-4	-4.4	18	6	3	7	99	97
C[C@@]12CCC=C[C@H]1[C@H](c1ccc3ccccc3c1Br)N(Cc1ccccc1)C2=O	0	5	-1.2	nt	-10	nt	nt	94	91
CCn1c(SCc2ccccc2)nc2c(c1=O)SCC2	0	2	3.2	-4	-7	5	1	98	101
Further structures:
SMILES	GRK2 inh	GLD-1 RNA inh	MEX-5 binding	MCL1-BIM inh	VLA-4 inh	Fam108B counter	BCLXL inh	CIT2-GFP yeast	AGP1-GFP MLPCN
Cc1ccccc1C(CC(=O)c1cccs1)C(C#N)C#N (centres undefined)	0	8	2.3	0	23	-5	6	100	95
CC(C)Cn1c(N)c(C(=O)COC(=O)c2cc(-c3ccccc3)nc3ccccc23)c(=O)n(C)c1=O	0	4	1.3	-10	-2	-12	3	89	94
Cc1nnc(-c2cnn(C)c2N)n1Cc1ccccc1F	1	-2	3.0	5	-8	1	4	102	98
CCC(Cc1ccccc1)NC(=O)C1CCN(S(=O)(=O)c2ccc3c(c2)CC(C)N3C(C)=O)CC1 (centres undefined)	3	-7	5.4	-1	34	3	0	99	104
CC1(C)CC2CC(C)(CN2C(=S)Nc2ccccc2F)C1 (centres undefined)	2	6	2.5	4	16	-1	3	85	71
CCC(C)NCCOCCOc1ccccc1-c1ccccc1 (centres undefined)	0	-2	-2.0	-2	-39	-2	0	92	100
N#Cc1ccccc1NC(=O)COC(=O)C1CCN(C(=O)c2ccc(Cl)cc2)CC1	0	0	nt	8	-6	nt	4	105	106
Cc1c(NC(=O)c2cc(S(=O)(=O)N3CCCCC3)ccc2Cl)c(=O)n(-c2ccccc2)n1C	2	-8	nt	nt	-5	nt	nt	123	106
Cc1ccc(SCc2cc(=O)[nH]c(SCC(=O)Nc3cc(Cl)ccc3Cl)n2)cc1	0	-4	1.4	6	6	1	6	96	99
O=C(Nc1ccc(Nc2ccccc2)cc1)c1ccc(Br)o1	1	4	0.9	-1	5	11	1	78	85
COc1ccc(/C=N/NC(=O)CN2CCCc3ccccc32)c(OC)c1	0	2	-1.1	7	5	7	6	94	96
CCOc1cccc(C(=O)Nc2nnc(-c3cccs3)s2)c1	3	9	0.3	7	13	5	2	94	106
O=C(OCC(=O)N1CCc2ccccc21)c1c2c(nc3ccccc13)CCCC2	0	4	-0.5	9	-13	-3	3	96	98
CC(OC(=O)CSc1ccc(F)cc1)C(=O)NC1(C#N)CCCCC1 (centres undefined)	0	7	1.5	0	6	4	-4	90	83
C=CCN1C(=O)/C(=C\c2ccc(Oc3nc(N4CCOCC4)nc(N4CCOCC4)n3)c(OC)c2)SC1=S	2	-4	-4.0	7	-1	-3	2	101	101
C/C(N)=C(/C#N)C(=O)CSc1nc2ccccc2c(=O)n1CCCOC(C)C	1	6	0.1	0	-19	-4	6	105	104
O=C(NCC1CCCO1)c1cc(S(=O)(=O)Nc2ccc(Br)cc2)ccc1Cl (centres undefined)	0	0	0.4	9	21	4	8	85	101
COc1ccc(-c2csc(-c3cccnc3)n2)cc1C	0	-6	0.9	1	14	0	4	117	99
Cc1ccc(OCCSc2nc3ccccc3n2CC(=O)O)c(C(C)C)c1	0	4	-1.5	-2	23	1	3	96	95
COc1cc2c(cc1OC)C(c1cc3cccc(C)c3[nH]c1=O)N(C(=O)c1ccco1)CC2 (centres undefined)	0	-3	-0.2	2	-5	4	4	99	103
COc1cc2oc3ccccc3c2cc1N(CC(=O)N(C)C)S(=O)(=O)c1ccc(C)cc1	0	-1	5.0	3	2	0	5	108	111
Cc1cc(C)c(NC(=S)NCCO)c(C)c1	5	6	2.2	8	23	-4	5	89	98
O=C(CSc1nc(N2CCCCC2)nc(N2CCCCC2)n1)Nc1nccs1	1	-5	-2.0	3	11	7	6	98	102
Cc1c(CN(C)C(=O)/C=C/c2ccc([N+](=O)[O-])cc2)cnn1C	2	-3	-1.8	3	-3	-2	3	108	101
COc1cc(Cl)cc(C2NC(=O)NC(C)=C2C(=O)NCc2ccccc2)c1O (centres undefined)	1	4	0.7	2	-3	2	3	85	89

One compound at a time, as listed above. Order of screens: GRK2 inh | GLD-1 RNA inh | MEX-5 binding | MCL1-BIM inh | VLA-4 inh | Fam108B counter | BCLXL inh | CIT2-GFP yeast | AGP1-GFP MLPCN
Results for CC1(C)CC2CC(C)(CN2C(=S)Nc2ccccc2F)C1 (centres undefined) : 2 | 6 | 2.5 | 4 | 16 | -1 | 3 | 85 | 71
Results for Cc1c(CN(C)C(=O)/C=C/c2ccc([N+](=O)[O-])cc2)cnn1C : 2 | -3 | -1.8 | 3 | -3 | -2 | 3 | 108 | 101
Results for Cc1c(NC(=O)c2cc(S(=O)(=O)N3CCCCC3)ccc2Cl)c(=O)n(-c2ccccc2)n1C : 2 | -8 | nt | nt | -5 | nt | nt | 123 | 106

Next section
SMILES	GRK2 inh	GLD-1 RNA inh	MEX-5 binding	MCL1-BIM inh	VLA-4 inh	Fam108B counter	BCLXL inh	CIT2-GFP yeast	AGP1-GFP MLPCN
Cc1c(C(=O)OCCOc2ccccc2)[nH]c2c1C(=O)CCC2	3	4	-2.0	1	-4	-5	8	95	98
Cc1cccc(NC(=O)c2ccc(NC(=O)CC3SC(N4CCCC4)=NC3=O)cc2)n1 (centres undefined)	1	0	-0.2	8	7	0	5	102	119
C=CCN1C(=O)c2ccccc2C1(O)Cc1ccccc1 (centres undefined)	2	0	-4.3	4	-10	3	-3	104	100
COc1ccc(C2Nc3ccccc3C(=O)N2Cc2ccco2)cc1COc1ccc([N+](=O)[O-])cc1 (centres undefined)	0	2	nt	5	9	-5	0	96	103
O=C(c1cc(-c2ccccc2)nc2ccccc12)N1CCc2ccccc2C1	2	4	-1.2	2	-3	1	10	96	103
Cc1ccc(C(NC(=O)C2CCCCC2)c2c(O)ccc3ccccc23)cc1 (centres undefined)	1	1	2.2	2	28	-2	5	107	101
O=C(Nc1ccc2nccnc2c1)c1cnccn1	3	0	0.6	-6	13	1	-2	85	92
S=c1[nH]nc(COc2ccccc2)n1/N=C/c1cccnc1	1	-3	3.9	-28	-11	-2	-33	100	99
Cc1ccn2c(Nc3ccc4c(c3)OCO4)c(-c3ccc(O)cc3)nc2c1	14	0	-0.1	9	16	2	8	90	113
Nc1ccc(-c2ccc(N)c([N+](=O)[O-])c2)cc1[N+](=O)[O-]	0	-1	-0.6	10	-5	-1	3	?	?
COCCCNC(=O)CCSc1ccc(C)cc1	0	1	0.4	0	12	0	1	111	108
CCOC(=O)C1CCCN(S(=O)(=O)c2cc(Br)cc3c2N(C(=O)CC)CC3)C1 (centres undefined)	1	2	0.4	2	0	1	-1	86	92

Shown with two lines to a compound: entries from further up.
Every second line gives: GRK2 inh | GLD-1 RNA inh | MEX-5 binding | MCL1-BIM inh | VLA-4 inh | Fam108B counter | BCLXL inh | CIT2-GFP yeast | AGP1-GFP MLPCN
- N#Cc1ccccc1NC(=O)COC(=O)C1CCN(C(=O)c2ccc(Cl)cc2)CC1
    0 | 0 | nt | 8 | -6 | nt | 4 | 105 | 106
- Cc1c(NC(=O)c2cc(S(=O)(=O)N3CCCCC3)ccc2Cl)c(=O)n(-c2ccccc2)n1C
    2 | -8 | nt | nt | -5 | nt | nt | 123 | 106
- Cc1ccc(SCc2cc(=O)[nH]c(SCC(=O)Nc3cc(Cl)ccc3Cl)n2)cc1
    0 | -4 | 1.4 | 6 | 6 | 1 | 6 | 96 | 99
- O=C(Nc1ccc(Nc2ccccc2)cc1)c1ccc(Br)o1
    1 | 4 | 0.9 | -1 | 5 | 11 | 1 | 78 | 85

From PubChem
